Screening data: PubChem, several laboratories
Ba/F3 V617F tox: loss of viability in JAK2V617F-driven Ba/F3 cells; Ba/F3 EpoR-JAK2V617F viability, ATP luminescence; inhibition, % at 5.6 µM; 220,000 compounds, 1.1% hits;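 active = inhibition above the campaign mean plus 3 SD over all tested compounds, cut at about 24% in these data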;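 note: cytokine-independent growth of Ba/F3 cells driven by EpoR plus mutant JAK2; 0% = DMSO-treated cells and 100% = JAK inhibitor I control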
BaF3 parental: parental Ba/F3 viability inhibition as JAK2V617F counter-screen. inhibition, % at 5.6 µM. CellTiter-Glo ATP luminescence. 220,000 compounds, 1.1% hits;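 active = inhibition above a per-campaign cutoff, the mean inhibition of all tested compounds plus 3 SD, cut at about 27% in these data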;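 note: 0% = DMSO wells and 100% = JAK Inhibitor I control wells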
Wee1 degr inh: blocks degradation of human Wee1 kinase; P30291; HeLa Luc-Wee1K328M stability, luciferase luminescence; 100% = proteasome inhibitor MG132 effect; reporter increase, % at 5 µM; 220,000 compounds, 1.2% hits;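 active = activation above the mean of all tested compounds plus 3 SD, set per screening run, cut at about 8.8% in these data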;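 note: cells exposed to compound for 20 h before luminescence read; 0% = DMSO alone and 100% = MG132 at 30 µM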
NPY2 pot ag: human NPY-Y2 potentiation or agonism, primary screen; P49146; cells expressing NPY-Y2, potentiator/agonist read-out; activation, % at 3.6 µM; 220,000 compounds, 0.45% hits; AID 1359; in the data active = activation above about 27%;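 note: cells stimulated with NPY near EC25 plus isoproterenol at EC100; 0% = vehicle plus submaximal agonist and 100% = vehicle plus saturating agonist; some results beyond the cut were filed as inactive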
Mdm2 ligase inh: blocks human Mdm2 ubiquitin ligase activity | Q00987 | cell-based MDM2 ubiquitination luciferase reporter, 2 h; 0 = plate control, 100 = twice control, blank-subtracted | signal enhancement, % at 5 µM | 210,000 compounds, 0.11% hits;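 active = signal enhancement of 30% or more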;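 note: luminescence tracks abundance of the self-degrading MDM2-luciferase fusion protein; higher signal means inhibition of MDM2 E3 ligase activity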
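Test system: mammalian cells stably expressing self-ubiquitinating, self-degrading MDM2 E3–luciferase fusion; Amount: 2000 cells in each well; Medium: DMEM; Schedule: 4 h settle plus 2 h compound, 37 °C; Technique: SteadyLite luciferase luminescence after 15 min room-temperature reagent incubation; Benchmarks: plate control and blank wells.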
S1P4 agonist: activates the human S1P4 receptor. S1P4-expressing cell line, agonist reporter assay. activation, % at 4.98 µM. 220,000 compounds, 0.35% hits; in the data active = activation above about 11%;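 note: 0% = DMSO vehicle and 100% = reference agonist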
S1P4 antag: antagonists of human S1P4 receptor; AID 1510; 220,000 compounds, 0.26% hits; O95977; inhibition, % at 4.98 µM; S1P4-expressing cells, antagonist mode, reporter read-out; in the data active = inhibition above about 29%;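 note: 0% = wells stimulated with agonist and 100% = vehicle wells without agonist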
PERK inh: inhibitors of human PERK kinase | Q9NZJ5 | CHO PERK-DD fusion, SEAP luminescence translation reporter | inhibition, % at 5.6 µM | 220,000 compounds, 0.17% hits | AID 1416;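 active = inhibition above the mean inhibition of all tested compounds plus 3 SD, set separately per screening campaign, cut at about 2.9% in these data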;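 note: PERK kinase domain activated by AP20187 dimerizer at 100 nM; 0% = DMSO with dimerizer and 100% = rapamycin at 8.4 µM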
Target sequence (Q9NZJ5 whole entry, looked up, the tested form may be a part): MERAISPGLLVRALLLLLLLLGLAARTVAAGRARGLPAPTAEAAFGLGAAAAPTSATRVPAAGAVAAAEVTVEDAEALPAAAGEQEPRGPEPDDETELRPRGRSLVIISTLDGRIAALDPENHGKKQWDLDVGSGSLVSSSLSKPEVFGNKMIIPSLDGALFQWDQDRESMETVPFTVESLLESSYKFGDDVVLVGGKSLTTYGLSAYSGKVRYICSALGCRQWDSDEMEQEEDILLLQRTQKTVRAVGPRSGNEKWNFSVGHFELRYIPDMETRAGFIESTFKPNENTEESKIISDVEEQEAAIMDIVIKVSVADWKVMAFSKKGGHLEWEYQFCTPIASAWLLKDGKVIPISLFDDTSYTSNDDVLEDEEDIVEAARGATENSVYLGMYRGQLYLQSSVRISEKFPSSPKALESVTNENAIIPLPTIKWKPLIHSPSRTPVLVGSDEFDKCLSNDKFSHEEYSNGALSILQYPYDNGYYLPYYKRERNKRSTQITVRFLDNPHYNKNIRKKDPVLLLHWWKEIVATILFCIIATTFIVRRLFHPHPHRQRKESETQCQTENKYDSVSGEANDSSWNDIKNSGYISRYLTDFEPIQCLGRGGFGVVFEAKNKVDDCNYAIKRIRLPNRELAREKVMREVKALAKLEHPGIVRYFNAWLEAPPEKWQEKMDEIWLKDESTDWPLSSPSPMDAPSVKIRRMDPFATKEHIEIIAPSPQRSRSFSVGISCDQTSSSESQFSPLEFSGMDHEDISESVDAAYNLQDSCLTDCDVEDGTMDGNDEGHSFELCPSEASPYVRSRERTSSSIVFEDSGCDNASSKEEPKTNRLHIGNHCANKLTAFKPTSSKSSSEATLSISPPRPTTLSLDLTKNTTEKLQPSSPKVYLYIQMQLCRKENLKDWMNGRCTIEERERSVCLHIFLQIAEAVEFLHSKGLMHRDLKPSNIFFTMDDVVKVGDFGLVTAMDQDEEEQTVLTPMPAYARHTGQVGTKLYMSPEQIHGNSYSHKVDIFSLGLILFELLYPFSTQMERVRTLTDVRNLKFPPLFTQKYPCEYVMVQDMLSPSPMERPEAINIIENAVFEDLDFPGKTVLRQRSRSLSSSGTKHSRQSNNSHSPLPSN
eIF4E 4G PPI: blocks eIF4E binding to eIF4G; P63073+Q04637; TR-FRET eIF4E-eIF4GI(517-606) binding, 2 h; inhibition, % at 21.7 µM; 220,000 compounds, 0.37% hits; AID 782;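 active = inhibition above about 30%, limit read from the data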;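 note: 0% = full FRET control wells and 100% = background wells lacking eIF4GI fragment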
The depositor's hits bear a star; / = not tested or not shown; [ ] = another dose, or the depositor's remark.

SMILES	Ba/F3 V617F tox	BaF3 parental	Wee1 degr inh	NPY2 pot ag	Mdm2 ligase inh	S1P4 agonist	S1P4 antag	PERK inh	eIF4E 4G PPI
O=C1/C(=C/c2cccc(O)c2)SC(=S)N1CC1CCCO1 (centres undefined)	-6	4	-3	17	-1	0.2	7	-0.3	6
O=C1OCC/C1=C\c1ccccc1	-5	-1	0	-3	-6	0.3	10	-0.5	3
Cc1cc(C)cc(N=C(NO)c2cccc([N+](=O)[O-])c2)c1	2	3	0	5	-8	-1.2	-3	0.6	-3
CC(C)N1CC(O)=C(c2nc3ccccc3c(=O)[nH]2)C1=N	22	10	3	1	-2	-0.5	0	-0.9	-1
COc1cc(COCC(O)CN2CCOCC2)cc(OC)c1OC (centres undefined)	-4	-4	2	1	-19	-0.7	4	0.7	-1
Cc1cccc(NC(=S)NN2CCOCC2)c1C	-2	0	0	3	-12	0.0	-3	2.0	-4[fluorescence artefact?]
Cc1ccc(S(=O)(=O)N/N=C\c2ccc(Cl)c([N+](=O)[O-])c2)cc1	-2	-2	0	5	-8	-0.1	6	0.6	2
N#CC1(C#N)C(C(=O)C23CC4CC(CC(C4)C2)C3)C12CCOCC2 (centres undefined)	-3	3	3	-15	-15	1.2	-7	1.1	2
COc1ccc(Nc2cc(C(=O)NCCCN3CCN(C)CC3)c3ccccc3n2)cc1OC	-1	1	1	13	-17	-1.8	-10	1.3	-3
O=[N+]([O-])c1ccc(-c2nc(-c3ccncc3)no2)cc1	3	-14	1	-4	/	-0.5	11	0.0	-4
Cc1ccc(S(=O)(=O)N2CN(Cc3ccco3)c3nc4ccccc4nc32)cc1	-2	-1	-2	3	-11	2.1	9	0.0	-1
COc1ccc(C(=O)COc2ccc(NC(C)=O)cc2)cc1	-6	1	-3	18	-8	-1.5	-5	0.4	3
CC(C)OC(=O)c1ccccc1C(=O)c1ccc(N)c([N+](=O)[O-])c1	-3	3	1	-10	-7	1.7	-8	-0.3	-2
N#CCCn1cc(C(=O)N2CCCCC2)c(-c2cccc([N+](=O)[O-])c2)n1	-3	13	-2	-19	/	-0.3	9	1.9	6
Cc1ccc(C2(c3ccc(C)cc3)CC2C(=O)NCc2cccnc2)cc1 (centres undefined)	-1	5	-3	-17	-13	-1.0	-3	-0.2	4
COc1ccc(/C=C2/SC(=O)N(CCC(=O)Nc3ccccc3)C2=O)cc1OC	-3	5	1	-10	-11	3.7	0	1.7	0[fluorescence artefact?]
COc1cc(-c2nc3n(n2)C(c2cccc(OC)c2OC)C2=C(CCCC2=O)N3)cc(OC)c1OC (centres undefined)	4	5	0	-24	-10	-1.5	-18	0.1	9[fluorescence artefact?]
CC(C)Sc1nc(N)nc(-c2cccs2)c1C#N	8	6	0	24	-8	-0.3	-24	-1.4	-3[fluorescence artefact?]
O=C(CSc1ccc(-c2ccc(F)cc2)nn1)NCC1CCCO1 (centres undefined)	-4	0	-3	-15	6	-0.5	-3	1.0	2
CC(C)Cn1c(N)c(C(=O)CSc2cc(Cl)ccc2Cl)c(=O)n(C)c1=O	-4	0	-1	8	1	2.5	-3	-0.4	6
CN(Cc1nc2c(s1)CCCC2)C(=O)CCc1nnc(-c2ccccc2)o1	-1	1	9	-3	-10	1.1	-7	-0.2	1
CCOc1ccc(/C(C)=N/NC(=O)Cn2nc([N+](=O)[O-])cc2C)cc1	-2	1	0	-8	-4	-0.1	1	0.3	-2
O=C(c1cnccn1)N(c1ccccc1)C1(C(=O)NC2CCCC2)CCCCC1	2	8	0	9	-15	1.4	-12	-0.3	8
O=C(NCc1csc(-c2cccs2)n1)c1ccsc1	-4	0	1	11	-9	-0.7	1	0.4	3
O=C(CN1CCN(Cc2ccc(Cl)cc2)C1=O)NCCN1CCCC1	2	9	-1	10	/	3.6	-5	0.1	10
The list continues:
SMILES	Ba/F3 V617F tox	BaF3 parental	Wee1 degr inh	NPY2 pot ag	Mdm2 ligase inh	S1P4 agonist	S1P4 antag	PERK inh	eIF4E 4G PPI
Cc1nn(-c2ccccc2)c(N2CCCC2)c1/C=N/NC(=O)c1cccc(S(=O)(=O)Nc2ccc(Cl)cc2)c1	2	8	-1	10	-8	-0.5	-11	-0.1	1[fluorescence artefact?]
O=C(COC(=O)c1ccccc1NS(=O)(=O)c1cccs1)NC1CCCCC1	-1	3	-3	-2	-1	0.6	-16	0.5	-3[fluorescence artefact?]
CCOC(=O)c1c(-c2ccccc2)csc1NC(=S)N(CC)CC	-2	6	3	6	-10	-0.2	-8	0.4	-3[fluorescence artefact?]
Cc1nnc(NC(=O)c2ccccc2Br)s1	-3	1	3	8	-6	0.9	7	0.3	-5
N#Cc1cc(C(=O)c2cc(Br)ccc2O)cn(Cc2ccccc2)c1=O	-2	7	2	13	-5	1.7	-9	-0.3	-2
CCN1CCN(c2ccc(NC(=O)c3ccc4c(c3)[nH]c(=O)n4Cc3ccc(OC)cc3)cc2)CC1	-3	1	3	6	8	1.4	-2	0.1	14[fluorescence artefact?]
CC(C)CC(=O)NC(=S)N1CCN(c2ccc([N+](=O)[O-])cc2Cl)CC1	-2	-2	-2	-6	6	0.0	-2	0.2	13[fluorescence artefact?]
CCOC(=O)c1cn(CC)c2cc(N3CCSCC3)c(F)cc2c1=O	1	3	-5	18	8	1.2	-1	-0.1	7
O=C(CCCCCNc1nc(=S)[nH]c2ccccc12)NCCc1ccccc1	1	12	1	-7	-1	-1.9	-12	0.0	0[fluorescence artefact?]
O=C(Nc1cccc(Cl)c1)NC1(C(=O)NCc2cccs2)CCCCC1	-2	6	1	-13	12	0.2	-9	-0.3	-18
Cc1ccccc1C(=O)NNC(=O)C(C)N1C(=O)c2ccccc2C1=O (centres undefined)	-2	0	0	-10	-5	-0.8	-6	0.8	0
Cc1ccc(S(=O)(=O)Nc2c(C)n(C)n(-c3ccccc3)c2=O)cc1C(=O)OCC(=O)N1CCCC(C)C1 (centres undefined)	0	6	0	16	-12	0.2	-23	2.2	-5
Cc1ccc(S(=O)(=O)Nc2cc(=O)[nH]c(SCC(=O)Nc3ccccc3Cl)n2)cc1	-5	-2	-3	2	-6	-0.7	-9	0.5	-1
COC(=O)CSc1nnc(C)n1-c1cccc(OC)c1	-3	1	3	8	2	0.0	-5	0.1	2
O=C(Nc1ccccc1N1CCOCC1)C1CCN(S(=O)(=O)c2ccccc2F)CC1	2	6	-2	4	-11	-0.5	-11	-0.5	1
COC(=O)c1nn(-c2cccc(Cl)c2)ccc1=O	-3	1	-2	7	-2	-0.4	-6	1.5	11
CNC(=O)n1ccc(C(=O)N2CCCCC2)n1	-1	1	-1	0	-11	0.9	-3	0.5	1[fluorescence artefact?]
COc1ccccc1NC(=O)CC1C(=O)Nc2ccccc2N1C(=O)c1ccccc1 (centres undefined)	-1	-1	-2	0	-11	1.2	-13	1.3	-3
Cc1c(Cl)cccc1NC(=S)NC1CCN(C(C)C)CC1	-2	0	0	6	-9	-0.6	6	0.4	-2
CC1CN(S(=O)(=O)c2cccc(C(=O)OC/C(O)=C(\C#N)c3nc4ccccc4[nH]3)c2)CC(C)O1 (centres undefined)	0	7	-2	-2	4	3.4	-14	-0.6	-1
CCCOC(=O)CCCN1C(=O)/C(=C2\SC(=S)N(CCCC(=O)OCCC)C2=O)SC1=S	-4	-4	-2	-8	-7	-0.3	8	3.4*	-7
COc1ccc(N2CCN(c3ccc(N4C(=O)CC(C)C4=O)cc3[N+](=O)[O-])CC2)cc1 (centres undefined)	-1	5	4	7	17	0.2	-3	0.3	10
COC(=O)C12CCC3(SCCS3)C(C(=O)OC)(CCC13SCCS3)C2	0	7	4	4	7	0.6	2	0.5	5[fluorescence artefact?]
Cn1c(=O)n(C)c2cc(NC(=O)c3cccc([N+](=O)[O-])c3)c(Br)cc21	3	7	0	-1	-20	-2.1	-12	1.1	-7
CC(=O)N1CCN(c2ccc(NC(=O)COc3ccc(Cl)cc3Cl)cc2)CC1	3	7	4	15	-12	0.6	-15	-0.6	-9
Further records:
SMILES	Ba/F3 V617F tox	BaF3 parental	Wee1 degr inh	NPY2 pot ag	Mdm2 ligase inh	S1P4 agonist	S1P4 antag	PERK inh	eIF4E 4G PPI
O=S(=O)(c1ccc(F)cc1)N1CN(Cc2ccco2)c2nc3ccccc3nc21	2	2	-3	-1	/	3.0	-15	-0.9	4[fluorescence artefact?]
O=C(NCC1CCCO1)c1cc(C(=O)c2ccc(Cl)cc2Cl)c[nH]1 (centres undefined)	0	8	-2	3	5	-1.5	9	0.4	-2
CN(C(=O)c1ccccc1)C1(C)CCS(=O)(=O)C1 (centres undefined)	-3	-2	-1	-1	5	-1.1	-7	0.6	1
CC(=O)NNc1nc(-c2ccc(C)cc2)cs1	2	8	-2	21	-1	0.8	8	-0.1	-1
COc1ccccc1Nc1nc(-c2ccccc2)nc2ccccc12	-2	-2	-1	5	-10	-1.7	-8	1.4	1
S=c1nc(C2CC2)[nH]c2ccccc12	3	4	-2	-12	10	0.4	-7	0.3	-5
COc1cccc(OCCNS(=O)(=O)c2cccc([N+](=O)[O-])c2)c1	-1	8	-2	11	2	-0.7	12	0.7	3
COc1ccccc1-c1nnc(SCC(=O)NCc2c(C)c(Cl)cc(C(C)C)c2O)o1	-2	1	0	7	-12	-1.7	-20	0.4	2
O=C(Cn1cccc1)Nc1ccc(OC(F)(F)F)cc1	3	10	1	12	3	2.8	-10	1.1	2
COC(=O)C1=C(C)N(C)C(C)=C(C(=O)OC)C1c1ccncc1	-1	6	-2	4	-10	-0.3	2	-1.2	13
NC(=O)Nn1c(CCC(=O)O)ccc1-c1ccc(F)cc1	3	3	-1	-3	-18	-2.0	5	0.0	6
O=C1NCCN/C1=C\C(=O)c1ccccc1	-1	1	3	-17	-18	2.1	9	-0.1	-3
COc1ccc(N2CCN(S(=O)(=O)c3ccc(C(=O)NC4CCCC4)cc3)CC2)cc1	4	5	4	3	-13	-2.3	4	-0.7	-3
O=C(Nc1cccc(Cl)c1N1CCCC1)c1ccc(Br)o1	1	8	4	-32	-3	-0.7	-13	-0.3	5
CC[C@@H](C)[C@@H](C(=O)N1CCNCC1)n1cc(CCC(=O)O)nn1	1	-2	0	-11	/	1.1	-5	1.2	2
CCC(C)c1ccccc1NC(=O)COC(=O)c1ccc2c(c1)S(=O)(=O)c1ccccc1C2=O (centres undefined)	0	3	2	11	-12	-0.3	-22	1.4	-1
CN(Cc1cnn(C)c1)Cc1nc(COc2ccccc2)no1	-1	1	-3	0	-7	1.0	0	-0.1	-3
Cc1nc(/N=C(\N)N(C)C)[nH]c(=O)c1C	2	-3	-1	-5	/	1.4	-7	1.9	-6
O=C(Oc1ccc(NC2=C(Cl)C(=O)c3ccccc3C2=O)cc1)c1ccc([N+](=O)[O-])cc1	2	6	-2	-5	5	-2.7	-10	0.4	6[fluorescence artefact?]
CC(=O)Nc1ccccc1N(C)S(=O)(=O)c1ccc(C)cc1	-3	3	1	4	-9	1.4	9	1.0	5
CC(C)c1ccc(N2C(=O)CC(NNC(=O)c3cccnc3)C2=O)cc1 (centres undefined)	2	0	0	-6	-13	4.6	8	1.4	2
O=C(O)c1cc(-c2ccc(/C=C3/SC(=S)N(Cc4ccccc4)C3=O)o2)ccc1Cl	2	6	-3	-10	-1	-0.6	-12	0.5	62*
